Bioassay records as filed in PubChem.
Anthrax LF inh2 = anthrax lethal factor protease inhibition. P15917. multiplex microsphere protease cleavage assay, LF. inhibition, % at 10 µM. 0.12% of 360,000 active; further: plate controls were buffer without enzyme for full effect and enzyme alone for no effect
BoNT-A LC inh2 = blocks Botulinum neurotoxin A light chain protease; multiplex microsphere protease substrate cleavage, flow cytometry; 0.17% of 360,000 active; inhibition, % at 10 µM; further: plate controls were buffer without enzyme for full effect and enzyme alone for no effect
Mtb FBA inh = inhibits M. tuberculosis FBA enzyme; P9WQA3; purified M. tuberculosis FBA, fluorescence read-out; inhibition, % at 1 µM; 2.3% of 360,000 active; AID 588726; in the data active means inhibition above about 27%;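 further: 0% = vehicle and 100% = reference inhibitor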
Target sequence (P9WQA3 whole entry, looked up): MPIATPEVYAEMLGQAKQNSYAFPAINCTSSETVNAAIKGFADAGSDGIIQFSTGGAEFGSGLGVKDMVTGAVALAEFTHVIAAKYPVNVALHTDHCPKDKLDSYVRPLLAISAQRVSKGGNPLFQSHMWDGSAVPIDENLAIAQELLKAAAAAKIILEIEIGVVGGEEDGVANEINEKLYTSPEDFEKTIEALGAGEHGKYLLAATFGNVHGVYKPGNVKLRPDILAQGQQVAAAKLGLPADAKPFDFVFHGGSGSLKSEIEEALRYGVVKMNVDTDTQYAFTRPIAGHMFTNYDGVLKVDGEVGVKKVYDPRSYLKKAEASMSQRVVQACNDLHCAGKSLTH
FadD28 binding = inhibitors of Mycobacterium tuberculosis FadD28 bisubstrate binding. inhibition, % at 12.5 µM. 0.22% of 360,000 active. FadD28 bisubstrate probe binding, fluorescence polarization. AID 588549; in the data active means inhibition above about 8.5%, passing the limit was not always enough; inconclusive means no clear call, values can overlap the other calls
BoNT-F LC inh = BoNT F light chain protease inhibition | 0.22% of 360,000 active | Multiplex microsphere protease cleavage assay, flow cytometry | inhibition, % at 10 µM; in the data active means inhibition above about 35%, passing the limit was not always enough; inconclusive means no clear call, values can overlap the other calls; further: plate controls were buffer without enzyme for full effect and enzyme alone for no effect
GDH-TPI counter = GDH-TPI coupled enzyme inhibition counter-screen. GDH-TPI coupled enzyme counterscreen, NADH absorbance. inhibition, % at 4.8 µM. 1.2% of 360,000 active; in the data active means inhibition above about 30%;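 further: 0% = DMSO wells and 100% = wells lacking the enzyme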
PfHsp40 yeast = compounds rescuing yeast from Plasmodium falciparum HSP40 toxicity; S. cerevisiae expressing PfHsp40, growth rescue, ATP luminescence; growth rescue, % at 12.5 µM; 0.68% of 340,000 active; AID 504582; in the data active means growth rescue above about 28%, passing the limit was not always enough; inconclusive means no clear call, values can overlap the other calls;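 further: yeast W303a lacking pdr1 and pdr3 grown in galactose medium; growth measured after three days at 30 °C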
Mtb BioA inh = blocks M. tuberculosis BioA enzyme activity. inhibition, % at 9.99 µM. purified M. tuberculosis BioA enzyme, plate reader. 0.096% of 360,000 active; in the data active means inhibition above about 40%; inconclusive means no clear call, values can overlap the other calls
UGM FP inh = Mtb UDP-galactopyranose mutase inhibition | P9WIQ1 | purified UGM, fluorescence polarization probe displacement | inhibition, % at 10 µM | 0.06% of 320,000 active | AID 504406; in the data active means inhibition above about 10%, passing the limit was not always enough; inconclusive means no clear call, values can overlap the other calls
Target sequence (P9WIQ1 whole entry, looked up): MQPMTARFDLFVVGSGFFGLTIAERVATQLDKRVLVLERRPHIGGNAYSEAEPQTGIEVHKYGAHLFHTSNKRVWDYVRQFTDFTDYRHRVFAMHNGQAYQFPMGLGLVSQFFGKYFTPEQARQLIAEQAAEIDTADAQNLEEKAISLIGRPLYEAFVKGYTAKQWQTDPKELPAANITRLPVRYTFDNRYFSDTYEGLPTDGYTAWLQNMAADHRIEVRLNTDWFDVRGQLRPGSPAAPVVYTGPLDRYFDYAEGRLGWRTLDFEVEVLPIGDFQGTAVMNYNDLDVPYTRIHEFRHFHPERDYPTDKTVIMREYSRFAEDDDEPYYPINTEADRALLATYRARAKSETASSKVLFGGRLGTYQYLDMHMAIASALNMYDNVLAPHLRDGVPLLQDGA
Active calls of the source: *; u = inconclusive; x = not tested or not shown. Unless noted, no stated cut-off is given here; in the data, active means inhibition above about 30%; inconclusive means no clear call, values can overlap the other calls; inactive means below that.

item	structure	PfHsp40 yeast	BoNT-A LC inh2	Mtb FBA inh	GDH-TPI counter	UGM FP inh	Anthrax LF inh2	BoNT-F LC inh	FadD28 binding	Mtb BioA inh
1	COC(=O)[C@]1(S(=O)(=O)c2ccccc2)C[C@@H]2ON=C(c3ccc(OC)cc3)[C@@H]2C1	-0.1	0.7	-2.4	8.5	-4.3	-9.2	2.6	-0.9	0.5
2	COc1cccc(OC)c1OCCCc1c(C)n[nH]c1C	0.3	-1.0	0.3	0.6	-0.7	-2.4	-14.4	0.8	-4.8
3	CCCCCc1nnc(NC(=O)CN2C(=O)C3CCCCC3C2=O)s1 (stereo unspecified)	1.0	1.5	2.6	20.0	0.8	-0.6	0.2	-2.1	-0.5
4	Cc1ccc(-n2c(SCC(=O)NC3CCS(=O)(=O)C3)nc3ccccc3c2=O)c(C)c1 (stereo unspecified)	x	-0.2	-1.3	8.0	x	-0.6	1.8	-0.2	6.3
5	CC1CCN(C(=O)CCCN2C(=O)c3cccnc3Oc3ccc(Cl)cc32)CC1	0.5	-1.4	0.5	3.4	0.2	-1.3	-11.3	-1.5	-1.0
6	CCc1c(C(=O)Nc2ccc(OC)cc2)[nH]c(C)c1C(C)=O	0.8	0.5	-1.4	13.7	2.0	0.6	-4.3	-1.7	23.6
7	O=C(Nc1cc(C(F)(F)F)ccc1Cl)C1CCN(c2nnc(-n3cccc3)s2)CC1	-0.5	-0.4	3.2	0.6	x	2.0	9.1	-2.2	0.1
8	O=c1c(Cl)c(NCCO)cnn1-c1cccc(Cl)c1	-0.1	-1.0	5.8	7.0	1.9	-14.9	-7.5	-2.2	x
9	CCOC(=O)/C=c1/s/c(=C\c2c(OC)ccc3ccccc23)c(=O)n1CC(=O)NCC1CCCO1 (stereo unspecified)	2.2	-0.1	-0.6	29.1	x	-0.3	5.2	1.2	x
10	Cc1cccc(NC(=O)CN2CCN(C(=O)C3CCN(C(=O)/C=C/c4ccccc4)CC3)CC2)c1C	0.0	0.5	2.1	3.9	1.3	-1.2	5.6	-0.6	1.5
11	OC1CCC(Nc2ncnc3sccc23)CC1 (stereo unspecified)	0.7	1.0	2.4	3.0	-1.1	-1.1	-0.1	0.2	32.1
12	CSc1nsc(SCC(=O)Nc2ccc3c(c2)OCCO3)n1	0.9	1.4	1.9	8.8	0.9	1.5	-10.8	-2.5	0.9
13	Cc1cc(C(F)(F)F)c(C#N)c(SCC(=O)Nc2nc3ccccc3s2)n1	0.5	5.8	2.1	8.5	1.0	4.1	3.3	0.2	5.4
14	O=C(CS(=O)(=O)c1c[nH]c2ccccc12)N1CCCCC1	-0.8	0.6	0.5	-0.9	1.2	-2.1	-7.6	-0.6	-5.1
15	CC1=CCC(C(=O)O)(C(=O)N/N=C/c2cccs2)C(c2ccc(Cl)cc2)C1 (stereo unspecified)	-0.4	1.7	-0.6	1.2	0.8	-2.5	0.2	-6.2	1.1
16	COc1cccc(-c2csc(Nc3ccc(Oc4ccccc4)cc3)n2)c1	x	-1.1	-2.1	x	x	-9.3	-6.3	-3.6	0.2
17	CCOc1ccc(S(=O)(=O)N2CCN(C)CC2)c(C)c1C	-0.6	-0.4	0.7	8.7	-2.5	-6.9	-19.6	-6.7	-1.0
18	O=C(C[n+]1ccccc1)N1c2ccccc2Sc2ccccc21	3.6	-0.4	1.1	-2.6	-2.1	1.1	-6.0	-1.1	x
19	CCN=C1S/C(=C\c2ccc(-c3cccc(C(=O)O)c3)o2)C(=O)N1CC	0.0	-0.3	5.4	5.2	1.8	0.1	-4.4	-4.3	x
20	NC1=NS(=O)(=O)NC1c1ccc(Br)cc1 (stereo unspecified)	-0.8	-1.1	1.9	9.6	-1.3	-7.6	-2.1	-1.8	x
21	O=C(C[n+]1cnn(CC(=O)c2ccc(Cl)cc2Cl)c1)c1ccc([N+](=O)[O-])cc1	2.4	0.7	1.3	0.0	1.3	-0.5	-13.0	-7.1	x
22	Cc1ccc(C(=O)NCC(C)(C)N2CCOCC2)s1	2.7	x	1.2	-0.4	-3.4	x	x	-1.1	2.4
23	Cc1cc(Nc2ccccc2)n(C(=O)c2ccc(Cl)cc2)n1	4.5	-0.4	-4.4	-0.7	0.5	-3.6	-3.0	-2.2	-0.6
24	Cc1ccc(CSc2nnc(SCC(=O)N/N=C/c3c[nH]c4ccccc34)s2)cc1	-0.4	0.6	2.1	17.1	x	-3.7	6.2	0.7	0.0
25	Cc1cc(S(=O)(=O)Nc2ccc(C(=O)N3CCN(C(=O)c4ccco4)CC3)cc2)ccc1F	-1.1	0.5	-3.0	4.3	-2.3	0.9	20.1	-3.3	-0.4
26	O=C(NCCC1CC1(Cl)Cl)c1ccc([N+](=O)[O-])cc1 (stereo unspecified)	-2.4	-3.0	-4.9	-3.5	0.2	-5.8	-4.2	-4.8	1.6
27	COc1cc(/C=C/C(=O)OC(C)C(=O)Nc2ccc(Cl)cn2)ccc1OC(F)F (stereo unspecified)	2.1	0.0	5.0	-8.8	1.8	5.1	-0.6	-3.5	0.1
28	CCOc1ccc(CCNC(=O)CCc2c(C)nc3ncnn3c2C)cc1OCC	-0.9	0.6	-2.2	3.2	1.9	0.6	-2.0	0.5	0.0
29	CCSc1nnc(NC(=O)CC)s1	0.6	-0.3	7.4	0.9	-0.7	-3.9	-6.9	-1.3	0.2
30	COc1ccccc1NS(=O)(=O)c1cc(C(=O)NCc2ccncc2)ccc1C	-1.1	-2.4	0.1	-6.3	-1.3	-2.5	0.5	-4.6	0.0

Pulled by structure from the entries so far:
item	structure	PfHsp40 yeast	BoNT-A LC inh2	Mtb FBA inh	GDH-TPI counter	UGM FP inh	Anthrax LF inh2	BoNT-F LC inh	FadD28 binding	Mtb BioA inh
2	COc1cccc(OC)c1OCCCc1c(C)n[nH]c1C	0.3	-1.0	0.3	0.6	-0.7	-2.4	-14.4	0.8	-4.8
6	CCc1c(C(=O)Nc2ccc(OC)cc2)[nH]c(C)c1C(C)=O	0.8	0.5	-1.4	13.7	2.0	0.6	-4.3	-1.7	23.6
19	CCN=C1S/C(=C\c2ccc(-c3cccc(C(=O)O)c3)o2)C(=O)N1CC	0.0	-0.3	5.4	5.2	1.8	0.1	-4.4	-4.3	x

The list goes on.
item	structure	PfHsp40 yeast	BoNT-A LC inh2	Mtb FBA inh	GDH-TPI counter	UGM FP inh	Anthrax LF inh2	BoNT-F LC inh	FadD28 binding	Mtb BioA inh
31	CC(=O)c1cccc(S(=O)(=O)NC2CCSc3ccccc32)c1 (stereo unspecified)	1.6	-3.8	3.4	-1.5	1.9	-11.4	-10.0	-1.8	-0.5
32	COc1ccc(N2C(=O)C3CCCN3C2c2cccc(C)c2)cc1Cl (stereo unspecified)	-0.8	1.1	-0.8	2.6	1.6	-0.3	5.2	-1.4	-2.0
33	O=S(=O)(c1ccc(Cl)cc1)N1c2ccccc2Oc2nc3ccccc3nc21	-1.7	-0.2	1.5	10.1	0.7	-7.0	-8.1	-5.4	0.0
34	O=C(COc1ccc(Cl)cc1)NNC(=O)c1ccc2c(=O)n3c(nc2c1)CCC3	-0.3	-3.8	-1.4	10.1	1.4	-2.8	-9.7	-0.7	-2.2
35	COc1ccccc1N(C)S(=O)(=O)c1ccc(C(=O)Nc2ccc(C(N)=O)cc2)cc1	1.0	-1.0	-2.3	-8.0	1.8	2.0	0.3	-0.9	2.2
36	CCOc1ccc(NC(=O)CSc2nncc(=O)n2N)cc1	-0.4	-0.3	1.0	5.5	2.6	-3.3	7.0	-2.9	-4.4
37	COc1cc(C(=O)NCc2ccncc2)cc(OC)c1OC	-0.1	1.0	-0.6	-2.9	-0.1	1.9	-1.9	-1.4	x
38	CC(=O)NCc1ccc(C(=O)CSc2nnc(C3CC3)n2C2CC2)cc1	2.9	0.1	5.6	7.0	2.0	1.4	-3.8	-1.4	-0.2
39	O=C(O)c1ccc(CN(c2ccccc2)S(=O)(=O)c2ccccc2)cc1	0.1	-15.1	-2.1	5.6	-1.7	-10.8	u	-1.3	0.1
40	CCc1nc2ccc(C(=O)N(C)CC(=O)Nc3cccc(F)c3)cc2nc1CC	0.8	-0.6	3.8	2.2	-0.3	-11.1	-17.9	-2.9	-0.3
41	O=C1C(c2ccncc2)N(CCC2=CCCCC2)C(=O)CN1C1CCCCC1 (stereo unspecified)	-0.7	-1.6	2.7	10.7	-1.4	-6.8	-4.7	0.8	-1.9
42	CNC(=O)NCCN1CCCC1=O	0.4	0.1	1.6	-4.5	-0.2	-0.6	-0.1	-1.9	0.0
43	O=C(CSc1nnc(C2CC2)n1Cc1ccccc1)N1CCN(S(=O)(=O)c2ccccc2)CC1	-0.8	0.1	-1.4	7.3	-0.7	0.4	14.4	-6.4	2.2
44	COc1cccc(NC(=O)N2CCCC2C(=O)NCC(C)C)c1 (stereo unspecified)	1.4	-0.2	-2.6	-0.3	-0.3	-2.4	-13.8	-1.3	-1.6
45	C=CCn1c(N)cc(=O)nc1SCC(=O)N1CCN(c2ccc(F)cc2)CC1	0.5	-1.4	0.4	13.0	-2.1	-1.5	-12.8	2.1	1.4
46	O=C(CN1CCN(Cc2ccccc2)C1=O)NCc1cccs1	1.0	-0.2	1.5	-9.1	-0.5	3.2	-4.3	-0.6	4.3
47	CCC(=O)Oc1ccc(C(=O)Nc2ccc3c(c2)OCO3)cc1	-2.7	-0.7	-1.4	3.1	1.7	-0.1	-8.1	-0.8	x
48	CC(Oc1ccc(Cl)cc1Cl)C(=O)/C=C/N(C)C (stereo unspecified)	-1.6	u	-4.5	13.6	0.2	-5.1	4.1	-1.5	1.8
49	COc1ccc(O)c(C(=O)c2cnn(C(=O)c3cc(C)oc3C)c2)c1	0.1	0.4	2.2	10.8	1.3	-0.4	17.3	0.9	-4.4
50	CN(C(=O)COC(=O)CNC(=O)C12CC3CC(CC(C3)C1)C2)c1ccccc1	-0.3	-0.5	-0.6	4.8	-1.5	0.5	-3.4	-3.2	-2.1
51	CC(C)CN1CCC(=O)N(CCOc2ccccc2)CC1	0.1	-0.4	-2.4	-4.9	0.6	-8.5	5.9	-0.9	-1.3
52	CC(=O)N(C)CC#CCN1CCC(O)CC1	-1.8	0.4	1.9	0.9	-2.3	5.7	3.2	1.8	-0.6
53	Cn1ccc2c(-c3cccc(C=O)c3)cc3c(c21)C1CCC3O1 (stereo unspecified)	x	0.6	3.2	x	x	-4.6	6.2	-2.6	1.1
54	COC1=CC(=O)OC12CCCCC2	0.5	-0.4	1.4	-7.5	0.6	-8.8	-4.6	-1.6	0.7
55	CC(=O)C1C(c2ccc3ncccc3c2)NC(=O)NC1(O)C(F)(F)F (stereo unspecified)	0.5	-2.0	1.9	-3.1	-0.8	-1.7	0.3	-1.5	x
56	CCOC(=O)CNC(=S)n1cnc(N)n1	0.0	0.6	7.6	4.7	0.0	6.5	0.4	0.9	-1.5
57	CN1CCN(NC(=O)CC(C)(C)C)CC1	3.1	-0.6	1.2	-3.7	2.3	-5.0	-8.8	-2.3	x
58	CC(=O)NC(Cc1cccc(C)c1)C(=O)NC1CCN(S(=O)(=O)c2ccccc2)CC1 (stereo unspecified)	0.3	-1.4	-5.1	-14.9	-2.5	-3.6	-6.2	-2.7	-1.1
59	CCCCCN(C(=O)CCC(=O)OCc1cccc(C(F)(F)F)c1)c1c(N)n(CCCC)c(=O)[nH]c1=O	-0.5	-2.6	1.8	3.1	0.0	-0.8	-8.3	-2.3	-1.5
60	COc1ncnc2c1ncn2CCCNCc1ccc(C)o1	x	-0.1	-2.2	-5.2	x	-1.2	1.7	-1.7	-4.1

Additional records.
item	structure	PfHsp40 yeast	BoNT-A LC inh2	Mtb FBA inh	GDH-TPI counter	UGM FP inh	Anthrax LF inh2	BoNT-F LC inh	FadD28 binding	Mtb BioA inh
61	O=C(c1cccs1)N1CCN(S(=O)(=O)N2CCCCC2)CC1	-1.3	0.9	-2.3	-4.1	-1.5	-2.9	19.3	-0.4	0.6
62	Cc1cc(C)cc(NC(=O)CSCc2nc3c(nnn3Cc3ccc(F)cc3)c(=O)[nH]2)c1	2.7	0.6	0.1	1.4	2.9	-0.8	2.2	-1.8	-0.1
63	CC1CC(C)CN(CC(O)COc2ccc3c(c2)CCC3)C1 (stereo unspecified)	0.1	0.1	-4.0	-3.8	4.9	1.4	2.4	-0.7	x
64	Cc1cccc(-c2ccc(NC(=O)C3CCN(CC4CC4)CC3)cc2)c1	0.6	-2.5	-1.2	-1.7	-3.1	6.2	-29.5	-5.8	-0.9
